Assay outcomes deposited in PubChem by Broad Institute.
PAX8 reporter – inhibitors of PAX8 transcriptional activity in RMG-I cells; inhibition, % at 12.6 µM; AID 652154; RMG-I TPO-luciferase reporter, SteadyGlo, 24 h; 1.2% of 360,000 active;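 active = mean replicate inhibition at least 60% with every replicate also reaching 60%; inconclusive = only one of the two criteria is met; inactive = mean below 60% and not all replicates reaching 60%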;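 note: luciferase light reporting Pax8 driven TPO promoter activity; plate controls were median of neutral control wells for no effect and mitoxantrone controls for full effect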
EWS-Fli inh – EWS/Fli transcriptional activity inhibition | A673 NR0B1-luciferase reporter, viability-normalised | inhibition, % at 12.6 µM | 0.67% of 350,000 active | AID 651661;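 active = mean inhibition of at least 50% after viability correction, with every replicate also passing that limit; inconclusive = mean reaches 50% but only one of two replicates passes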;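 note: firefly luciferase signal divided by Alamar Blue viability fluorescence both relative to DMSO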
GSIS activator – GLuc luminescence reporter in INS-1E cells, primary screen for activators of glucose-dependent secretion of insulin; 0.61% of 370,000 active; activation, % at 16.6 µM; AID 743287; INS-1E GLuc reporter insulin secretion, 2-3 h;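 active = lowest replicate activation of at least 40%, so every replicate reaches that level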;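 note: 0% = median of neutral control wells and 100% = median of IBMX positive control wells; some compounds called inactive have numbers as strong as hits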
F508del corr – CFTR F508del correction in bronchial cells | CFBE cells, YFP halide quenching; stimulated with forskolin plus potentiator P3; % fluorescence drop versus neutral controls | activity (quench increase), % at 7.58 µM | 0.36% of 350,000 active | AID 720511;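 active = mean added fluorescence quench of at least 8% versus neutral control, with both replicates also reaching 8%; inconclusive = only one of the mean or replicate conditions met; inactive = mean below 8% and not both replicates reaching 8%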;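 note: cells transiently co-express mutant CFTR-F508del with the halide-sensitive YFP; corrector assay measuring rescue of mutant channel to the surface after 24 h compound exposure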
FN deposition inh – fibronectin deposition inhibition; AH1F fibroblasts, Alexa488-fibronectin deposition fluorescence, overnight; inhibition, % at 12.6 µM; 0.086% of 350,000 active;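 active = mean inhibition across replicates of 30% or more, regardless of how many single replicates reach that level; inconclusive = mean under 30% yet at least half of replicates reach 30%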;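 note: positive control wells lacked labelled fibronectin entirely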
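Material: AH1F fibroblasts assembling fluorescent fibronectin matrix; amount: 10000 AH1F cells/well; medium: DMEM, 2% serum; reagent: Alexa488-fibronectin, 24 nM final in well; dosing: single compound dose, delivered by pin transfer; incubation: 1 h adhesion, overnight exposure; detection: fluorescence after three HBSS washes, excitation 485 nm, emission 525 nm; measure: fibronectin deposition inhibition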
miR-122 sensor – miR-122 inhibition in Huh7 cells | 0.3% of 340,000 active | Huh7 miR-122 Renilla luciferase sensor, 48 h; neutral wells = 0, positive control = 100 | activation (reporter increase), % at 12.5 µM;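 active = mean replicate activation score at least 90 and every replicate individually at or above 90; inconclusive = only one of the two criteria met; inactive = neither criterion met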;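 note: higher luciferase means less miR-122 activity so hits act as miR-122 inhibitors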
DENV2 CPE rescue – DENV2-induced cell death inhibition; DENV2-infected cells, cytopathic effect rescue, plate reader; CPE inhibition, % at 9.99 µM; 1.7% of 350,000 active; AID 651640; in the data active = CPE inhibition above about 20%, passing the limit was not always enough; inconclusive = no clear call, values can overlap the other calls; tested in BHK-21 cells;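 note: 0% = median of neutral control wells and 100% = median of positive control wells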
* hit, by the source's call; ? = inconclusive; . = not tested or not shown; [ ] = remark or other dose. Not a hit list. Share with any hit: about 3.9%.

Screens in order – PAX8 reporter	EWS-Fli inh	GSIS activator	F508del corr	FN deposition inh	miR-122 sensor	DENV2 CPE rescue
1	Cc1ccc(-c2csc3nc[nH]c(=O)c23)cc1
    -12	-10	6	-0.6	0	-5	1
2	CC1(C)CC(=O)C2=C(C1)NCN(Cc1ccccc1)C2
    -4	.	.	.	14	-3	.
3	Cc1nc2ccccc2nc(=O)c1NNc1ccccc1
    -82	-30	4	.	-9	.	1
4	CCCC(=O)N1CC2(CCN(S(=O)(=O)CC)CC2)c2c(n(C)c3cc(OC)ccc23)[C@H]1CO
    .	-7	9	1.5	6	.	-1
5	COc1ccc(-c2csc(NC(=S)NC(=O)/C=C/c3ccco3)n2)cc1OC
    50	29	-5	9.7*	-6	-6	5
6	CCN(CC)CCNC(Cc1ccccc1)c1cccc(OC)c1 (stereo not drawn)
    .	6	-36	4.5	2	.	8
7	O=C(O)Cn1cc(/C=C/[N+](=O)[O-])c2ccccc21
    4	6	-3	0.7	0	.	7
8	Cc1[nH]c2ccccc2c1/C=C(\C#N)C(=O)NCC1CCCO1 (stereo not drawn)
    -6	1	4	0.9	-7	.	.
9	CC(=O)c1c(C)[nH]c(C(=O)NCCCN2CCCC2)c1C
    -9	.	.	.	0	5	.
10	O=C(CN1C(=O)NC2(CCCCC2)C1=O)N1CCN(c2ncccn2)CC1
    -9	-3	.	0.3	5	6	0
11	O=C(Nc1ccc(F)cc1)N1CC(=O)N2[C@@H](CO)[C@@H](c3ccc(C#CC4CC4)cc3)[C@@H]2C1
    -25	1	-14	1.5	.	.	15
12	OCCCNC(=S)Nc1ccc(Oc2ccccc2)cc1
    3	-5	-12	1.0	-6	-6	6
13	COc1ccc(CNC(=O)Nc2nnc([C@H]3C[C@H](O)[C@@H](CO)O3)s2)cc1
    14	6	8	-0.5	3	4	18
14	COc1cc(NC(=O)COC(=O)c2cnccn2)c(C)cc1[N+](=O)[O-]
    4	1	25	0.8	-15	-2	-3
15	COc1ccccc1/C=C/c1ccc2cccc(O)c2n1
    -36	-83	-5	-0.3	5	34	-8

Other records
Screens in order – PAX8 reporter	EWS-Fli inh	GSIS activator	F508del corr	FN deposition inh	miR-122 sensor	DENV2 CPE rescue
16	COCCNC(=O)c1cn(C(C)c2ccccc2F)nn1 (stereo not drawn)
    11	0	7	-1.7	3	.	1
17	COC(=O)c1cccc(N(CC(=O)NC2CCCC2)C(=O)CNC(=O)c2cccs2)c1
    1	-3	2	-2.1	2	-3	?
18	COC(=O)c1cnc(SCc2ccc(C)cc2)n1C
    -46	-53	15	-1.0	11	-2	-3
19	O=C(CNS(=O)(=O)c1ccc2c(c1)OCCCO2)N1CCN(Cc2ccccc2)CC1
    8	0	1	-0.1	5	-5	5
20	CCOC(=O)C1(C)CCCN(C(=O)c2cccc3ccccc23)C1 (stereo not drawn)
    20	-3	-8	0.1	5	1	0
21	COCC(=O)N1[C@H](C#N)[C@@H](c2ccccc2-c2ccccc2F)[C@@H]1CO
    .	2	-1	-0.6	1	.	2
22	COc1ccc(N(CC(=O)NC2CC3CCC2C3)S(=O)(=O)c2ccccc2)cc1OC (stereo not drawn)
    9	-4	8	-0.2	0	.	-3
23	Cc1cccc(N=C2NC(=O)/C(=C/c3cccs3)S2)c1
    -69	-27	.	?	-3	4	-8
24	Cn1c2c(c(=O)c3ccccc31)CCCC2
    -2	0	-3	-1.0	-1	-5	4
25	O=C(N/N=C/c1ccc(Sc2nc3ccccc3[nH]2)o1)c1ccncc1
    12	6	2	.	0	-2	.
26	CCS(=O)(=O)Nc1ccc2c(c1)C(=O)N(C)[C@@H]1CC[C@H](CC(=O)NCc3ccc(OC)cc3)O[C@@H]1CO2
    -21	-3	-3	-0.4	6	-26[16.7 µM]	-5
27	CCN(CC)c1ccc(NC(=S)NC(=O)c2cccs2)cc1
    -140	-32	-10	1.2	-7	.	-4
28	O=C(Nc1ccc(F)cc1)N1CCCCN2[C@H](CO)[C@H](c3ccc(-c4cccc(F)c4)cc3)[C@@H]2C1
    -14	7	-27	1.2	.	-3[16.7 µM]	16
29	CC(C)(C)c1cc(C(=O)NCC(=O)OCC(=O)c2cccc([N+](=O)[O-])c2)cc(C(C)(C)C)c1
    13	.	-10	.	-2	-9	.
30	Cc1ccc(S(=O)(=O)N(C)C[C@@H]2Oc3ccc(NC(=O)c4ccncc4)cc3CC(=O)N([C@@H](C)CO)C[C@H]2C)cc1
    -1	9	4	0.3	.	-8[16.7 µM]	-8

New compounds follow.
Screens in order – PAX8 reporter	EWS-Fli inh	GSIS activator	F508del corr	FN deposition inh	miR-122 sensor	DENV2 CPE rescue
31	C[C@@H]1CCCCO[C@@H](CN(C)Cc2ccncc2)[C@H](C)CN([C@H](C)CO)C(=O)c2cc(NC(=O)Nc3ccccc3)ccc2O1
    14	.	-21	1.1	5	-8[16.7 µM]	0
32	COc1ccc2cc3cc(C(=O)N4CCCCC4C)oc3nc2c1 (stereo not drawn)
    -79	-34	-8	0.6	-1	16	-4
33	O=C(CSc1nnc(Cn2nnc3ccccc32)o1)Nc1cccc(Cl)c1
    -6	.	.	.	2	0	.
34	CC(=O)Nc1ccc(NC(=O)C(C)OC(=O)/C=C/c2cn(-c3ccccc3)nc2-c2cccnc2)cc1 (stereo not drawn)
    -1	.	392*	.	1	.	.
35	N#Cc1ccccc1S(=O)(=O)N1CCN(C(=O)Cc2n[nH]c(=O)c3ccccc23)CC1
    14	-11	-1	-1.3	8	.	0
36	COc1ccc(-c2[nH]c(-c3ccc(F)cc3)nc2SCC(=O)NC2CCCC2)cc1
    14	10	-42	-3.7	-2	3	1
37	CCc1noc(C)c1C(=O)Nc1nc(-c2ccc(F)cc2)c(C)s1
    -2	.	-20	-0.7	-2	.	1
38	CCOC(=O)c1cn(C2CC2)c2c(F)c(F)c(F)cc2c1=O
    22	9	5	2.5	-6	.	-4
39	CC(=O)Nc1ccc(NC(=O)C(C)OC(=O)c2oc3ccccc3c2C)cc1 (stereo not drawn)
    -1	-1	11	-9.4	.	.	?
40	CCCn1c(CN2CCN(C(C)=O)CC2)nc2cc(S(=O)(=O)N(C)C)ccc21
    19	4	-22	-2.7	9	-9	0
41	C[C@@H]1NC(=O)[C@@]2(C)[C@@H](c3ccccc3)[C@H]3COc4ccccc4[C@@H]3N2C1=O
    -7	-4	.	-1.1	-11	2	2
42	O=C(NC(Cc1c[nH]c2ccccc12)C(=O)O)/C(=C/c1ccc2c(c1)OCO2)NC(=O)c1ccccc1 (stereo not drawn)
    13	14	19	1.2	5	-6	-8
43	Brc1ccc(C2NCCS2)cc1 (stereo not drawn)
    -5	3	2	-3.0	5	0	-7
44	COCCn1c(SCC(=O)Nc2nnc(C)s2)nnc1-c1c[nH]c2ccccc12
    .	7	-5	-1.9	.	1	1
45	O=C(C1CCC(=O)N(C2CC2)C1)N1CCC(Oc2ccccc2F)CC1 (stereo not drawn)
    5	-1	1	-3.9	-1	-3	?

Further structures follow:
Screens in order – PAX8 reporter	EWS-Fli inh	GSIS activator	F508del corr	FN deposition inh	miR-122 sensor	DENV2 CPE rescue
46	C[C@@H]1CN([C@H](C)CO)C(=O)c2cc(NS(=O)(=O)c3ccc(F)cc3)ccc2O[C@@H](C)CCCCO[C@H]1CN(C)C(=O)Nc1ccc(F)cc1
    21	-4	-29	-0.4	-7	1[16.7 µM]	-11
47	COC(=O)c1sccc1NC(=O)c1cccc(F)c1
    17	-3	13	1.3	-1	6	-3
48	O=c1[nH]c(C2CCN(S(=O)(=O)c3ccccc3)CC2)nc2c1nnn2Cc1cccc(Cl)c1
    3	3	2	1.7	8	0	9
49	C[n+]1ccccc1/C=C/c1cc(Br)ccc1O
    14	-17	-6	0.0	-2	.	-4
50	O=C1C=CN2CCCCC2CC1 (stereo not drawn)
    8	0	.	-1.2	-6	.	6
51	O=C1c2cccnc2C(=O)N1Cc1ccccc1
    -3	-4	.	0.7	1	-5	-6
52	CC(C)C[C@@H](C)C(=O)N(Cc1ccccc1)c1ccccc1
    19	5	14	1.3	6	-1	18
53	O=C(c1ccccc1)C1CCN(C(=O)C2CCC(=O)N(Cc3ccccc3F)C2)CC1 (stereo not drawn)
    -5	-3	-5	1.7	-9	-3	11
54	CS(=O)(=O)N1[C@@H]2Cn3c(ccc(-c4cccc(F)c4)c3=O)[C@H]1[C@@H](C(=O)N1CCCCC1)[C@@H]2CO
    5	1	1	.	-1	.	-1
55	COc1ccc(C2(O)CN(c3ccc(C)cc3)C3=[N+]2CCCC3)cc1 (stereo not drawn)
    5	9	5	-0.5	-5	.	-7
56	CCOc1ccc(OCC)c(NC(=O)C2CCCN(C(=O)c3ccc(Cl)cc3)C2)c1 (stereo not drawn)
    12	2	-23	-2.2	-1	.	10
57	Cc1ccc(CSc2ncnc3ccccc23)cc1
    -33	-18	-16	-0.2	.	1	-1
58	CCCC(=O)Nc1nnc(/C=C/c2ccccc2)s1
    -60	-52	1	3.8	5	-4	0
59	COCC(=O)Nc1cc(C(=O)NCC(C)C)ccc1Cl
    8	-3	45	-0.3	-2	.	7
60	CCCc1cc(=O)oc2cc(OCc3ccc(C(=O)O)o3)ccc12
    -1	3	23	-0.2	-1	5	4

Next section:
Screens in order – PAX8 reporter	EWS-Fli inh	GSIS activator	F508del corr	FN deposition inh	miR-122 sensor	DENV2 CPE rescue
61	O=C1NC(=O)C2(Br)Nc3ccc(Br)cc3C(=O)C2N1 (stereo not drawn)
    3	6	6	-3.3	-2	.	14
62	O=C(c1ccc2c(c1)CCN2S(=O)(=O)c1ccccc1)N1CCN(c2ccccc2F)CC1
    2	.	-7	-1.2	-8	0	-3
63	CCC1CN(C(=O)NCc2ccccc2)c2ccccc2O1 (stereo not drawn)
    13	10	-9	0.5	3	.	-1
64	O=c1c2ccccc2oc2cc(NCCCn3ccnc3)ccc12
    -81	-26	9	0.8	-16	0	-2
65	COc1cc(Cl)ccc1OCc1cc(C(=O)N(C)CCc2c(C)n[nH]c2C)no1
    -7	-16	-13	2.7	16	1	-4
66	CC1(C)C2CCC1(CS(=O)(=O)N1CCC(C(=O)O)CC1)C(=O)C2 (stereo not drawn)
    -8	-11	1	2.0	6	-5	13
67	C[C@@H]1CCCCO[C@@H](CN(C)Cc2ccccc2)[C@H](C)CN([C@@H](C)CO)C(=O)c2cc(NC(=O)CCCN(C)C)ccc2O1
    -10	1	52	0.0	9	5[16.7 µM]	?
68	Cc1ccc(S(=O)(=O)N2C[C@H]3C(=O)C[C@@H]4C(=O)N(c5ccccc5)C(=O)[C@@H]4[C@@H]3C[C@@H]2c2ccccc2)cc1
    -5	-7	-8	3.8	.	-11	4

Records 61–62 of the list above:
Screens in order – PAX8 reporter	EWS-Fli inh	GSIS activator	F508del corr	FN deposition inh	miR-122 sensor	DENV2 CPE rescue
61	O=C1NC(=O)C2(Br)Nc3ccc(Br)cc3C(=O)C2N1 (stereo not drawn)
    3	6	6	-3.3	-2	.	14
62	O=C(c1ccc2c(c1)CCN2S(=O)(=O)c1ccccc1)N1CCN(c2ccccc2F)CC1
    2	.	-7	-1.2	-8	0	-3
